VP16 counter = Gal4-VP16 reporter inhibition counter-screen; Potency, µM (titrated, usually from 53.6 µM), without a hit: at the highest dose activity, negative = inhibition, most hits filed as inhibitors; actives 3.5% (n = 310,000); Drosophila S2 Gal4-VP16 UAS-luciferase, luminescence, 20 h;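 note: Gal4-VP16 expression switched on by copper sulfate through the metallothionein promoter; potency is the fitted concentration of half-maximal effect; % is set by controls: 0 for no effect and ±100 for the full control effect; nearly all actives have a fitted effect of over 50% in size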
FLuc counter = inhibits or activates purified firefly luciferase, miR-21 counter-screen; Potency, µM (series often up to 57.5 µM), for the others: at the top dose activity change, negative = inhibition, usual class: inhibitors; AID 588342; actives 6.9% (n = 360,000); purified FLuc, Km substrates, luminescence inhibition;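 note: potency is the fitted concentration of half-maximal effect; plate controls were vehicle for no effect and reference inhibitor for full effect; nearly all actives have a fitted effect of over 55% in size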
Target sequence (P08659 whole entry, looked up): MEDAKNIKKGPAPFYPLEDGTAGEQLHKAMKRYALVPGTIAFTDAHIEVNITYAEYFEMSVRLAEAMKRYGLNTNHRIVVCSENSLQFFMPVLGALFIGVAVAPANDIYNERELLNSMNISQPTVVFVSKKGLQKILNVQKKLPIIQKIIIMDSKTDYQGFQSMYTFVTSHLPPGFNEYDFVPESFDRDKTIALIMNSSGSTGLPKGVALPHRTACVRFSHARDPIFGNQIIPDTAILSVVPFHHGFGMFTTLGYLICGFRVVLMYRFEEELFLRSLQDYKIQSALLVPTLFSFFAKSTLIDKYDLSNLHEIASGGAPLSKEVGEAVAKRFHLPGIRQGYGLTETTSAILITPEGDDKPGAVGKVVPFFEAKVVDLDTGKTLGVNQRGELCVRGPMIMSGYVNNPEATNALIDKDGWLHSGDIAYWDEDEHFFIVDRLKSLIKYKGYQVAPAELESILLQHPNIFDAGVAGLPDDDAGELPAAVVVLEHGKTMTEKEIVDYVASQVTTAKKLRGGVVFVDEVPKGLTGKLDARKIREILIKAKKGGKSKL
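Purified P. pyralis luciferase, 10 nM final, with Km-level 10 uM D-luciferin and 10 uM ATP in 50 mM Tris acetate pH 7.5, 10 mM Mg acetate, 0.01% Tween-20, 0.05% BSA; 6-point qHTS titration about 60 µM downward; luminescence read.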
Giardia kill = kills Giardia lamblia | Giardia lamblia trophozoite viability | activity change, % at 7.66 µM, hits read low | actives 0.15% (n = 340,000); in the data active = activity change below about -80%; inconclusive = between about -30% and that limit;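 note: parasites exposed to compound for two days anaerobically before the ATP read; % is set by controls: 0 for no effect and ±100 for the full control effect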
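Luminescent ATP signal served as the viability read-out, measured 15-30 min after adding ATP detection reagent to trophozoites that had been incubated with compounds for 48 hrs at 37 deg C anaerobically at 100 cells/well.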
p53 reactivator = re-activators of mutant p53; AID 504706; Potency, µM (doses to about 92.2 µM), for inactives: at the top dose activity change, positive = activation, hits mostly activators; H1299 p53-A138V BP100-luciferase reporter, luminescence, 24 h; actives 0.063% (n = 320,000); note: potency is the fitted concentration of half-maximal effect; % of control where 0% means no effect; nearly all actives have a fitted effect of over 45% in size
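p53-null H1299 cells stably carrying temperature-sensitive p53-A138V and a BP100-luciferase reporter were pinned with compounds (4-point, 1:5 series) and held 24 hrs at 37 deg C. Luminescence was read 10 min after detection reagent.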
PKM2 activator = activators of human pyruvate kinase M2; purified PKM2, Kinase-Glo ATP luminescence, activation; response scale: 0% is enzyme alone, no compound; Potency, µM (titrated, usually from 57.5 µM), for inactives: at the top dose activation, usual class: activators; actives 0.34% (n = 260,000); note: potency is the fitted concentration of half-maximal effect; % is set by controls: 0 for no effect and ±100 for the full control effect; nearly all actives have a fitted effect of over 55% in size
Target sequence (P14618 whole entry, looked up): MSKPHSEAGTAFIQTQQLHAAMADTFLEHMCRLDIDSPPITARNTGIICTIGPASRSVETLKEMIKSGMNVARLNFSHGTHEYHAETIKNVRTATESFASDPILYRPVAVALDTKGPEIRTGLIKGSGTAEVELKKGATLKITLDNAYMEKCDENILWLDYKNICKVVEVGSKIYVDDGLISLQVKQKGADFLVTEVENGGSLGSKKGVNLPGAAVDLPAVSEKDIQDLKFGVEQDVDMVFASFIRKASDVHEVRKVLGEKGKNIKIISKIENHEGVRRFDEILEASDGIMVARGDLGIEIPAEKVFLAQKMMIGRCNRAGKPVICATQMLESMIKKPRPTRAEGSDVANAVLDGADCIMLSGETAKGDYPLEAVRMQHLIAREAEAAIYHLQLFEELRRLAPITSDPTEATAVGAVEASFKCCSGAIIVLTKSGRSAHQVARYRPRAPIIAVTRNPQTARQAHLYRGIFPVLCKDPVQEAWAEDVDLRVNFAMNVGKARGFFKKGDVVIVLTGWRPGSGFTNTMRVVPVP
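ATP formation by purified human PK-M2, quantified via coupled luciferase luminescence after 1 h at room temperature with 0.1 mM ADP and 0.5 mM PEP final.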
BRCA1 expr up = increases BRCA1 expression; MCF7-BRCA1-FFLuc reporter, luminescence, 48 h; response scale: scaled: vehicle 0%, 10 µM genistein 100%; Potency, µM (top dose mostly 46.1 µM), without a hit: at the highest dose activation, hits mostly activators; actives 1.1% (n = 380,000); note: potency is the fitted concentration of half-maximal effect; nearly all actives have a fitted effect of over 80% in size; some results filed as inactive show a strong effect at the top dose
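MCF7-BRCA1-FFLuc, 2000 cells/well; 2 h attach, 37 °C/5% CO2; compound 48 h; luciferase substrate 15 min; luminescence end-point. Norm. to genistein 10 microM max activation and DMSO; concentration-response curves fitted.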
Rab9 prom act = Rab9 promoter activation; Potency, µM (series often up to 9.22 µM), for the others: at the top dose activation, negative = inhibition, hits mostly activators; actives 2.8% (n = 320,000); Huh7 Rab9 promoter-luciferase reporter, luminescence, 24 h; note: potency is the fitted concentration of half-maximal effect; % of control where 0% means no effect; nearly all actives have a fitted effect of over 60% in size
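Luminescence from Amplite-detected luciferase (10 minutes, ambient) reports Rab9 promoter activation. Before that, stable Rab9-luciferase Huh7 cells (1500/well, reduced-serum OP-MEM I plus 10% FBS) were exposed to compound for 24 hours at 37C.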
ELG1 genotox = induces genotoxicity in HEK293T cells with luciferase-tagged ELG1. HEK293T ELG1-luciferase reporter, luminescence, 16 h. Potency, µM (titrated, usually from 46 µM), for inactives: at the top dose activity change, positive = activation, most hits filed as activators. actives 1.3% (n = 330,000); note: potency is the fitted concentration of half-maximal effect; % of control where 0% means no effect; nearly all actives have a fitted effect of over 60% in size
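Quantitative HTS format in 1536-well plates. HEK293T ELG1-luciferase reporter cells receive test compound and are incubated 16 hr at 37 °C, 5% CO2; ONE-Glo added, 30 min room temperature, then luminescence read.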
RORg inh = ROR gamma (mouse) transcription inhibition; P51450; Drosophila S2 Gal4-RORgamma UAS-luciferase reporter, 20 h; Potency, µM (titrated, usually from 53.6 µM), for inactives: at the highest dose activity change, negative = inhibition, actives largely listed as inhibitors; actives 5.4% (n = 310,000); note: potency is the fitted concentration of half-maximal effect; % is set by controls: 0 for no effect and ±100 for the full control effect; nearly all actives have a fitted effect of over 60% in size
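Luminescence from a UAS-regulated Photinus luciferase reporter in stably transfected Drosophila Schneider cells is measured; decreased signal marks ROR gamma inhibition. Fusion expression is induced by 700 uM copper sulfate for 20 hr.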
NPC1 promoter act = NPC1 promoter activation. Huh7 NPC1 promoter luciferase reporter, 24 h. Potency, µM (highest dose often 9.22 µM), for inactives: top-dose activation, hits mostly activators. actives 2.4% (n = 320,000);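 note: potency is the fitted concentration of half-maximal effect; % of control where 0% means no effect; nearly all actives have a fitted effect of over 60% in size; reporter is driven by a mutant NPC1 promoter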
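Compounds in DMSO were transferred onto Huh7 NPC1-luciferase reporter cells pre-incubated 2 h; after 24 h at 37 °C, Amplite reagent was dispensed and luminescence recorded 10 min later.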
Menin MLL FP TR = displaces Texas Red mutant MLL peptide from human menin; Potency, µM (titrated, usually from 61.6 µM), without a hit: at the top dose FP activity change, negative = inhibition, actives largely listed as inhibitors; AID 1768; actives 0.23% (n = 270,000); O00255; Menin + Texas Red MLL mutant peptide, fluorescence polarization; active = well fitted inhibition curve with a large enough effect in the polarisation, with a control signal flat, not every such curve was filed as active; inconclusive = small, poorly fitted or top-dose-only effect, or effect the other way, or a change in a side signal; inactive = no such curve, though single readings can be large or run the other way; the % refers to the polarisation; note: potency is the fitted concentration of half-maximal effect; % of control where 0% means no effect; many of its hits are not listed in these tables
Starred values were filed as active, the others as inactive; ? = inconclusive; . = not tested or not shown; [ ] = another dose, or the depositor's remark. Unless noted, calls come from the whole dose curve; as a rule, active = well fitted curve in the direction sought with a large enough effect; inconclusive = small, poorly fitted or top-dose-only effect, or another doubt; inactive = no such curve, though single readings can be large; an effect the other way counts as inactive or inconclusive. This is a subset; the hit share may differ from the screen's.

Every second line gives: RORg inh	VP16 counter	FLuc counter	p53 reactivator	Giardia kill	PKM2 activator	ELG1 genotox	Menin MLL FP TR	BRCA1 expr up	Rab9 prom act	NPC1 promoter act
- COc1ccc(NC2CCCN(Cc3cccc4cnccc34)C2)cc1OC (configuration not stated)
  16.1%	10.1%	2.2%	-6.9%	22.0	-2.9%	-8.5%	-17.4%	-18.7%	2.1%	-3.7%
- CS(=O)(=O)N(CC(=O)Nc1ccccc1C(=O)NCc1ccco1)c1ccccc1F
  7.5%	-2.0%	-1.0%	-2.5%	1.1	-9.5%	-0.5%	9.8%	3.1%	-2.6%	-1.6%
- COC(=O)c1ccc(C(=O)NC2CCCc3c2cnn3-c2ccc(C)c(C)c2)cc1 (configuration not stated)
  ?	?	2.7%	-13.2%	4.2	5.3%	-2.7%	?	-57.5%	-34.2%[inhibitor]	-31.2%[inhibitor]
- Cc1ccc(S(=O)(=O)NCc2ccc(N3CCN(C(=O)OC(C)(C)C)CC3)cc2)cc1
  ?	?	3.6%	1.5%	24.1	-4.6%	-8.8%	?	-21.0%	-2.2%	-7.6%
- O=S(=O)(NCc1nnc2ccccn12)c1ccc(F)cc1
  .	.	5.4%	-5.3%	14.9	.	-2.9%	.	-6.4%	2.1%	-4.4%
- Cc1cnc(NC(=O)CSc2nnc(-c3ccccc3)n2Cc2ccccc2)s1
  2.5%	-2.1%	-0.8%	-14.6%	1.2	0.6%	-9.4%	-25.2%	-30.8%	-3.1%	-2.5%
- COc1cc(C#Cc2c(-c3cncn3C)n(C)c3ccc(-c4ccc5[nH]ccc5c4)cc23)cc(OC)c1
  .	.	?	-4.4%	-9.1	.	-0.1%	.	-25.9%	-4.7%	17.8%
- O=C(Nc1ccc(CCC(=O)N2CCCC2)cc1)c1ncn[nH]1
  -23.6%	-21.7%	?	-11.6%	9.1	1.0%	-0.4%	7.0%	61.6%	3.3%	-3.6%
- Cc1ccc(S(=O)(=O)N2CCCCC2CCNC(=O)C(=O)Nc2ccccc2F)cc1 (configuration not stated)
  .	.	0.6%	-0.9%	-18.3	.	-1.5%	.	-40.5%	-10.9%	-24.8%
- Cc1cc(C)c2c(CN3CCOCC3)cc(=O)oc2c1
  -0.5%	-9.7%	-4.4%	-2.2%	-10.9	6.6%	10.0%	.	5.3%	-2.8%	1.6%
- COc1ccc2cc(C3CC(c4ccco4)=NN3S(=O)(=O)c3ccccc3)c(Cl)nc2c1 (configuration not stated)
  26.4%	8.8%	4.3%	-8.3%	-3.5	19.6%	-4.9%	-2.8%	-17.3%	-11.3%	0.0%
- S=C(NCc1ccco1)Nc1ccc(Cl)cc1
  11.2µM*	?	?	?	4.4	0.3%	3.9%	21.8%	5.7%	-0.9%	5.5%
- CC1(C)OC(=O)C(=NNc2ccc(O)cc2)C(=O)O1
  -9.2%	-1.6%	-6.0%	?	8.4	-9.1%	-0.8%	3.8%	21.1%	0.8%	-13.8%
- CCOc1ccccc1NC(=O)CN1CCCCCC1
  -16.8%	-3.5%	-0.9%	17.2%	8.9	3.5%	-6.5%	5.0%	-20.0%	4.5%	-6.3%
- COc1ccc(CCN2C(=S)NC3CC2(C)Oc2ccc([N+](=O)[O-])cc23)cc1OC (configuration not stated)
  15.8µM*	?	-0.7%	-1.1%	3.1	-2.2%	-8.7%	2.0%	-68.5%	2.1%	-7.9%
- Cc1ccccc1N1C(=O)C(Cl)=C(N2CCOCC2)C1=O
  .	.	-4.2%	.	16.2	3.5%	0.7%	19.4%	-3.9%	-0.1%	1.6%
- Cc1noc(N)c1C1(O)C(=O)Nc2c(Cl)cc(Cl)cc21 (configuration not stated)
  -4.4%	-2.3%	-0.9%	0.8%	-6.8	-3.5%	0.1%	0.6%	-11.5%	-3.3%	0.9%
- COc1ccc(CCNS(=O)(=O)c2ccc3c(c2)OCCO3)cc1OC
  8.2%	19.7%	1.9%	4.8%	-2.6	1.1%	1.9%	-24.2%	2.6%	7.3%	0.3%
- COCCNS(=O)(=O)c1cccn1-c1ncc(C(F)(F)F)cc1Cl
  40.1%	-3.3%	0.0%	-0.5%	3.3	23.2%	-3.7%	-3.1%	-3.7%	-0.1%	-1.5%
- COc1cccc(CC(=O)OCC(=O)Nc2nnc(-c3ccccc3)o2)c1
  .	.	-7.8%	1.1%	-11.5	.	-9.3%	.	-1.7%	1.5%	-1.1%

Next section, starting with the last 2 of the part before.
Every second line gives: RORg inh	VP16 counter	FLuc counter	p53 reactivator	Giardia kill	PKM2 activator	ELG1 genotox	Menin MLL FP TR	BRCA1 expr up	Rab9 prom act	NPC1 promoter act
- COCCNS(=O)(=O)c1cccn1-c1ncc(C(F)(F)F)cc1Cl
  40.1%	-3.3%	0.0%	-0.5%	3.3	23.2%	-3.7%	-3.1%	-3.7%	-0.1%	-1.5%
- COc1cccc(CC(=O)OCC(=O)Nc2nnc(-c3ccccc3)o2)c1
  .	.	-7.8%	1.1%	-11.5	.	-9.3%	.	-1.7%	1.5%	-1.1%
- CC(=O)c1ccc(N2C(=NC(=O)CCc3ccccc3)SC3CS(=O)(=O)CC32)cc1 (configuration not stated)
  4.3%	1.7%	1.6%	0.6%	12.3	.	2.5%	.	1.2%	-1.6%	-6.2%
- O=[N+]([O-])c1c(Nc2ccccc2O)cc(N2CCOCC2)c2nonc12
  36.0%	-12.3%	-14.3%	-4.2%	-2.3	0.2%	-1.9%	.	-39.6%	-8.4%	-4.6%
- O=S(=O)(Nc1nc2ccccc2nc1-[n+]1ccccc1)c1ccc(Cl)cc1
  -7.7%[10 µM]	1.6%	-2.2%	-0.3%	-0.4	0.5%	-0.5%	2.8%	-22.8%	1.1%	1.2%
- Cc1ccc(CNC(=O)c2cc3cc(Br)ccc3oc2=N)cc1
  -30.9%	3.3%	4.3%	4.1%	-14.2	-9.0%	6.5%	.	5.0%	-9.3%	-5.7%
- CC(C)CC(=O)c1c[nH]c(C(=O)NCc2cccs2)c1
  0.0%	2.2%	-0.7%	-0.7%	4.2	-12.2%	7.9%	4.7%	-4.0%	0.7%	-0.3%
- Cc1cc[n+](CC2OCc3ccccc3CO2)cc1
  ?	-5.0%	3.2%	2.0%	14.3	-5.9%	-2.3%	?	-12.8%	-13.4%	-8.6%
- O=C(CSc1nnc(COc2ccccc2)n1Cc1ccco1)Nc1ccc2c(c1)OCCO2
  1.1%	-26.8%	-14.6%	-6.8%	-8.6	8.5%	-5.5%	7.9%	5.9%	1.3%	-1.8%
- Cc1ccc(S(=O)(=O)CC(=O)Nc2ccc(S(=O)(=O)Nc3ccccn3)cc2)cc1
  13.3%	2.2%	2.0%	-3.0%	8.7	0.8%	9.9%	8.6%	-4.9%	3.8%	-2.4%
- N#Cc1c(NC(=O)CN2CCCCC2)sc2c1CCC2
  1.3%	17.6%	-0.4%	2.1%	7.3	5.8%	1.9%	-0.5%	17.1%	-9.9%	-16.2%
- CN(C(=O)CSc1nnc(Nc2ccccc2)s1)c1c(N)n(Cc2ccccc2)c(=O)[nH]c1=O
  0.7%	0.8%	-29.5%	4.6%	-6.9	9.1%	0.7%	.	-17.5%	-1.7%	1.6%
- COC(=O)c1ccccc1NC(=O)C1CC(=O)N(c2ccc(C)c(C)c2)C1 (configuration not stated)
  -2.1%	-4.2%	-1.5%	-1.5%	5.4	-7.6%	0.8%	-4.0%	-36.4%	-4.1%	-2.9%
- CCOC(=O)C1CCCN(C(=O)Cn2nc(CC)n3c(cc4sccc43)c2=O)C1 (configuration not stated)
  -19.1%	-7.2%	0.8%	6.9%	-8.6	9.9%	0.6%	-9.6%[11.7 µM]	-10.2%	-8.6%	11.3%
- Cn1c(SCC(=O)C(C)(C)C)nnc1-c1ccncc1
  -24.4%	-2.7%	16.1%	1.9%	1.6	-3.1%	-2.0%	-7.4%	-0.2%	2.3%	2.1%
- CC(C)(C)c1cc(N)n2nc(C(C)(C)C)cc2n1
  19.5%	-1.0%	-14.6%	8.7%	11.6	-25.4%	6.7%	4.8%	-1.9%	3.8%	-2.1%
- Cc1ccc(-n2c(C)cc(/C=N/NC(N)=S)c2C)cc1
  2.82µM*	4.47µM*	?	17.4%	-27.6	-6.9%	0.0%	-14.6%	-15.4%	1.2%	0.2%
- Cc1cccc(C)c1NC(=O)c1ccc([N+](=O)[O-])s1
  -28.2%[10 µM]	?	-1.9%	14.7%	?	5.4%	-3.9%	5.3%	-71.5%	-13.9%	-2.3%
- Cc1ccc(OCc2nc(-c3cccs3)no2)c([N+](=O)[O-])c1
  ?	-27.1%	0.757µM*	?	3.0	.	?	?	?	0.251µM*	0.398µM*
